LGR2 antag: Drosophila LGR2 receptor signaling inhibition | HEK293 LGR2, CRE-luciferase, bursicon-stimulated, 4 h | inhibition, % at 9.99 µM | 0.35% of 380,000 active;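 active means drop in luminescence signal, shown as inhibition above about 50% in the replicate tests, limit read from the data, passing the limit was not always enough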;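 further: agonist challenge used bursicon conditioned medium at about half maximal strength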
S100A4 inh HTS: blocks human S100A4 binding to myosin IIA peptide; P26447; S100A4/TAMRA-MyoIIA peptide fluorescence polarization; inhibition, % at 10.7 µM; 0.14% of 360,000 active; AID 652163;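 active means mean inhibition of at least 70% across replicates, with every replicate also reaching that level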
Target sequence (P26447 whole entry, looked up): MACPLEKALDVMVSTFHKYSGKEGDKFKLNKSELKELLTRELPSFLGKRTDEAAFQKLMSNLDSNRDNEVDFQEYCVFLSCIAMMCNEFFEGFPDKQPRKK
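Material: S100A4 monomer (human). Medium: Calcium-containing HEPES buffer, pH 7.2. Probe or stimulus: labelled myosin peptide probe, 5 nM. Compound dosing: one concentration per compound. Timing: polarization read 5 min after assay mix addition, stable 5–60 min. Benchmarks: DMSO as neutral control, TFP as positive control.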
C2C12 statin: suppression of simvastatin myotoxicity; rescue of ATP level, % at 7.49 µM; AID 602340; 0.78% of 330,000 active; C2C12 myotubes + simvastatin, ATP luminescence, 48 h; scaled: DMSO 0, geranylgeraniol control 100;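 active means mean ATP rescue above about 67%, or every replicate alone reaching that limit, limit read from the data, passing the limit was not always enough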;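 further: myotubes were challenged with 10 µM simvastatin during compound exposure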
Cneo AK release: Cryptococcus neoformans lysis via adenylate kinase release | C. neoformans lysis, adenylate kinase release luminescence, 4 h; normalised: neutral wells 0, clomiphene wells 100 | 0.2% of 360,000 active | lysis activity, % at 15 µM;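 active means mean lysis activity across replicates of at least 80%, whatever share of replicates individually reach that level; inactive means mean lysis activity below 80%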
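Material – log-phase Cryptococcus neoformans yeast cells · Input – 5 × 10^6 yeast cells/mL · Medium – fresh YPD growth medium · Doses – single compound concentration per well · Timing – static 4 h at 37 °C with compound, 1 h detection · Detection – adenylate kinase release luminescence · Read-out – signal increase indicating cell lysis · Control set – Clomiphene as positive lysis control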
Xi reactivation: reactivates the inactive X chromosome in mouse fibroblasts; XiGFP mouse fibroblasts, % GFP-positive cells imaging, 3 d; cells co-treated with 5-aza-dC sensitizer; scaled so ellipticine positive control = 100%; activation, % at 7.58 µM; 0.055% of 360,000 active;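 active means mean normalized replicate activation at least 10% and every replicate at or above 10%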;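 further: 0% = median of on-plate neutral control wells and 100% = ellipticine 6 µM median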
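Assay system: SV40-immortalized XiGFP fibroblast cells, line 68-5-11; buffer or medium: DMEM plus 5-aza-dC sensitizer; compound: one concentration, pinned; timing: compounds 3 days, fix/stain 15 min at room temperature; benchmarks: positive control ellipticine, 6 µM final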
SIRT5 inh: inhibitors of human sirtuin-5 desuccinylase; AID 652115; 1.1% of 330,000 active; inhibition, % at 15 µM; Purified SirT5, succinyl-peptide AMC, trypsin-coupled fluorescence; in the data active means inhibition above about 15%
Target sequence (Q9NXA8 whole entry, looked up): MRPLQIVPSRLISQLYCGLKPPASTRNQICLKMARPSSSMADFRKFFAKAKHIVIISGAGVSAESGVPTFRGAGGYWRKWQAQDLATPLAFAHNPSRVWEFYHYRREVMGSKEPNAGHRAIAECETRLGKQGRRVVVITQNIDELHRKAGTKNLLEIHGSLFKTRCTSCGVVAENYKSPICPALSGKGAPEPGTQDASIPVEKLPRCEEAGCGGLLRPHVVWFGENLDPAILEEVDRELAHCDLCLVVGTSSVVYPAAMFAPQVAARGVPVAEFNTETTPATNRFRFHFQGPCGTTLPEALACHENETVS
PGC1a acetyl inh: lowers PGC1a acetylation signal in U2OS cells | AID 651687 | inhibition, % at 15.6 µM | AlphaScreen anti-acetyl-lysine; with virally co-expressed GCN5 acetyltransferase | 0.17% of 350,000 active;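 active means every replicate shows inhibition of at least 40%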;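 further: 0% = neutral control wells and 100% = positive control wells; some results beyond the cut were filed as inactive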
ERAP1 HTS inh: blocks human ERAP1 aminopeptidase activity; Q9NZ08; recombinant ERAP1, Leu-AMC fluorescence, 60 min; inhibition, % at 10.7 µM; 0.15% of 340,000 active;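 active means mean replicate inhibition of at least 30%, or all replicates individually reaching that 30% level; inactive means mean below 30% and not every replicate reaching it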;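 further: 0% = neutral control wells and 100% = L-leucinethiol positive control wells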
* marks the source's active call; other numbers are inactive results; x = no result given; & = joins results of further samples. A portion of the library; the hit share may differ from the screen's.

SMILES	LGR2 antag	S100A4 inh HTS	C2C12 statin	Cneo AK release	Xi reactivation	SIRT5 inh	PGC1a acetyl inh	ERAP1 HTS inh
CN1CCN(S(=O)(=O)c2ccc(N3CCN(c4ccccc4Cl)CC3)nc2)CC1	-6	-7	-3	1	0.3	-1	-7	1
Cc1ccc(C(=O)Nc2nccs2)s1	-58	-4	-2	-3	0.1	-1	7	-1
COc1ccc(C(=O)OCC(=O)Nc2c(C)n(C)n(-c3ccccc3)c2=O)cc1OC	5	-3	0	x	-0.1	1	-2	-6
CC(C)n1ncc2c(C(=O)Nc3cccc(S(=O)(=O)N(C)C)c3)cc(C3CC3)nc21	x	-2	16	4	0.1	-3	-18	0
FC(F)(F)c1cccc(NCc2n[nH]c(=S)n2C2CCCCC2)c1	17	10	x	x	0.5	-3	-7	0
CN(CC(=O)Nc1sccc1C(N)=O)S(=O)(=O)c1ccc(Cl)cc1	6	-2	28	-1	0.4	-4	-5	-2
CCCCn1c(N)c(N(CCOC)C(=O)c2cc(S(=O)(=O)N3CCOCC3)ccc2F)c(=O)[nH]c1=O	-8	-1	-1	x	0.2	-2	5	21
COc1ccc2[nH]c(C(=O)N(C)c3ccc(F)cc3F)cc2c1	x	4	18	x	0.0	-3	2	2
C[C@H](CO)N1C[C@H](C)[C@H](CN(C)C(=O)Cc2ccccn2)Oc2cc(-c3ccc(C(=O)N(C)C)cc3)ccc2S1(=O)=O	-7	-4	30	1	-0.9	4	4	-7
CCN1C(=O)c2cccc3c(S(=O)(=O)N(C(C)=O)c4ccc(OC(C)=O)cc4)ccc1c23	-1	-6	10	-1	0.1	-4	5	-14
CCn1c(=O)n(CC)c2cc(N3CCCC3)c(NC(=O)c3ccc(C)cc3)cc21	19	-8	-32	0	0.3	-2	-10	0
O=C(c1cccc(Cl)c1)N1CCC(=O)N(C(COCc2cccc(Cl)c2)Cc2ccccc2)CC1 (stereo unspecified)	33	-20	35	-1	0.8	-1	-14	0
O=C(N[C@H]1CC[C@H](CCNC(=O)c2cnccn2)O[C@@H]1CO)c1ccc2c(c1)OCO2	-13	18	-6	3	-0.6	-4	10	1
CCNC(=O)C1CCCN(C(=O)c2ccc3c(c2)OCO3)CC1 (stereo unspecified)	19	1	-3	-2	-0.2	-2	6	-1
COc1ccccc1NC(=O)N(C)C[C@@H]1OCc2ccccc2-c2c(n(C)c3ccccc23)C(=O)N([C@@H](C)CO)C[C@@H]1C	17	5	35	0	-0.2	-1	-2	0

Continued (3 carried over from the part before).
SMILES	LGR2 antag	S100A4 inh HTS	C2C12 statin	Cneo AK release	Xi reactivation	SIRT5 inh	PGC1a acetyl inh	ERAP1 HTS inh
O=C(N[C@H]1CC[C@H](CCNC(=O)c2cnccn2)O[C@@H]1CO)c1ccc2c(c1)OCO2	-13	18	-6	3	-0.6	-4	10	1
CCNC(=O)C1CCCN(C(=O)c2ccc3c(c2)OCO3)CC1 (stereo unspecified)	19	1	-3	-2	-0.2	-2	6	-1
COc1ccccc1NC(=O)N(C)C[C@@H]1OCc2ccccc2-c2c(n(C)c3ccccc23)C(=O)N([C@@H](C)CO)C[C@@H]1C	17	5	35	0	-0.2	-1	-2	0
CC(C)=CC1C(C(=O)Nc2ccc(S(=O)(=O)N3CCOCC3)cc2)C1(C)C (stereo unspecified)	4	-9	x	-10	0.0	-2	x	-2
COc1ccc(NC(=O)CSc2nnc(Cc3cccn3C)n2-c2ccc(F)cc2)cc1	31	-1	7	4	0.3	x	x	x
OCC1(Cc2ccccc2)CCCN(Cc2cn[nH]c2-c2ccccc2)C1 (stereo unspecified)	13	2	-9	x	0.1	0	7	-5
COc1cc(-c2nccc3cc4c(cc23)OCO4)cc(OC)c1OC	-22	-2	-3	1	2.3	x	1	-1
CCN1CCN(S(=O)(=O)c2cc(OC)c(Cl)cc2OC)CC1	10	-3	-1	-5	x	1	-11	3
C[C@@H]1CCCCO[C@@H](CN(C)S(=O)(=O)c2ccc(Cl)cc2)[C@@H](C)CN([C@H](C)CO)C(=O)c2cc(N(C)C)ccc2O1	-16&-2	1&0&0	8&0	1&-7&48	0.0&-0.2	-1&-2	-2&-10&-17	2&-2&1
O=C(NCCc1ccccc1)/C(=C\c1ccc([N+](=O)[O-])cc1)NC(=O)c1ccccc1	5	x	-12	2	x	x	-2	x
COc1ccc(C)cc1NC(=O)C(OC(=O)c1cnccn1)c1ccccc1 (stereo unspecified)	12	0	-1	0	0.1	-3	x	2
CCCCCC(=O)O/N=C(\C)c1ccn(S(=O)(=O)c2ccccc2)c1	-8	-3	-17	0	0.0	0	-5	2
O=C1c2ccccc2C(=O)N1CCCc1nc(-c2ccc(Cl)cc2)no1	4	-1	6	-1	0.1	x	0	-4
CCCCNC(=O)Nc1ccccn1	19	x	17	-1	x	x	-3	x
CCC(=O)N1CCc2cc(Br)c(S(=O)(=O)NCCN3CCCCC3CC)cc21 (stereo unspecified)	-12	-8	x	x	0.0	-2	x	-2
C[C@H](CO)N1C[C@H](C)[C@@H](CN(C)C(=O)Nc2ccc(F)cc2)Oc2ncc(-c3ccc(F)cc3)cc2C1=O	9&-8	-3&3	6&18&12	-1&-1	0.1&-0.8	-3&-20	-6&1&-3	-1&5
Cc1nc2ccccc2c(=O)n1NC(=O)c1cccnc1Cl	19	2	x	x	0.4	0	8	4
COCCNC(=S)N1CCC(C(=O)c2ccc(Cl)cc2)CC1	-7	6	-8	0	0.1	x	x	0
C=CC[C@@H](CC(=O)N[C@@H](CO)Cc1ccccc1)C(=O)NC[C@@H](OC(=O)[C@@H](CC=C)CC(=O)OC(C)(C)C)c1ccccc1	-5	-1	12	-4	0.0	-3	x	1
CCN(CC)CCCNC(=O)c1cn(CC)c2cc(N3CCN(C(=O)c4ccco4)CC3)c(F)cc2c1=O	-5	-3	-1	0	0.1	-1	0	1
C[C@@H]1CCCCO[C@H](CN(C)C(=O)NC2CCCCC2)[C@H](C)CN([C@H](C)CO)C(=O)c2cc(NS(=O)(=O)c3ccc(F)cc3)ccc2O1	4	33	x	2	0.0	8	-8	-3
CCC(C(=O)OCC(=O)Nc1cc(C)ccc1OC)c1ccccc1 (stereo unspecified)	-14	-42	x	x	0.1	-1	x	-1
CC1CCN(C(=O)CN(c2cccc(F)c2)S(C)(=O)=O)CC1	18	-4	x	x	0.0	5	3	-1
Cc1ccc2c(c1)N(C(C)C(=O)NCc1ccc3c(c1)OCO3)C(=O)CO2 (stereo unspecified)	6	2	14	x	0.1	-7	x	5
CO[C@@H]1CN(C)C(=O)c2ccc(NC(=O)c3cccc(F)c3)cc2OC[C@H](C)N(CC2CC2)C[C@H]1C	4	-3	0	0	-0.2	7	-10	4
Fc1cccc(/C=N/Nc2nncc3ccccc23)c1	12	-7	-11	-4	0.1	-5	-5	-2
Cc1nnc2c3ccccc3c(Cl)nn12	-2	-23	x	x	0.3	-6	-4	-7
CC(=O)c1cccc(NC(=S)NC(=O)c2ccc(C)cc2)c1	-89	-1	x	x	0.1	-3	4	5
COc1ccc(CCNC(=O)COC(=O)COc2c(C)cc(C)cc2C)cc1OC	-3	-6	x	-2	0.0	-4	x	-1
CCNC(=O)Nc1ccc2c(c1)C(=O)N(C)[C@H]1CC[C@H](CC(=O)Nc3ccccc3)O[C@H]1CO2	-2	0	6	-2	0.6	-5	6	3
CCCNC(=S)N1CCN(Cc2ccc3c(c2)OCO3)CC1	8	9	-5	-1	1.0	-2	7	-1
CCC(=O)c1ccc(OCC(=O)OC(C)C(=O)NCc2ccc3c(c2)OCO3)cc1 (stereo unspecified)	-9	-1	1	0	-0.1	-17	1	-1
O=C(C1CCN(CCc2ccccc2)CC1)N1CCOCC1	-1	-2	0	1	0.1	4	12	-3
CCCNC(=O)N1CC2(CN(Cc3cccnc3)C2)c2c(n(C)c3cc(OC)ccc23)[C@@H]1CO	11	8	x	x	0.1	2	-6	-2
COCC#Cc1ccc([C@H]2[C@@H](CO)N3C(=O)CN(C(=O)C4CCCCC4)C[C@@H]23)cc1	2	6	x	x	0.1	3	-12	-4
CC(=O)Nc1cc(C(=O)O)ccc1S(=O)(=O)c1ccc(Cl)cc1	-14	x	-33	-1	x	x	-1	x
COc1ccc(CNCc2cc(C)c(OC)cc2C)c(OC)c1	3	5	-7	-6	0.3	0	x	x
CN(CC(=O)Nc1cccc(F)c1)C(=O)C1CC(=O)N(Cc2ccco2)C1 (stereo unspecified)	13	-2	x	x	0.0	2	x	-4
COCCNC(=O)c1cc(S(=O)(=O)N2CCC3(CC2)OCCO3)ccc1F	-26	0	2	3	0.1	x	13	1
COc1ccc(CN(C)C[C@H]2Oc3ccc(NC(=O)c4ccncc4)cc3CC(=O)N([C@H](C)CO)C[C@@H]2C)cc1	19	-1	x	x	0.2	2	3	-1
CCOC(=O)c1sc(NC(=O)c2ccccc2OC)nc1C	12	-1	-181	-5	0.2	x	-1	-4
C[C@H](CO)N1C[C@H](C)[C@H](CN(C)S(=O)(=O)c2ccc([N+](=O)[O-])cc2)OCc2ccccc2-c2c(n(C)c3ccccc23)C1=O	17	-9	x	x	0.1	0	-2	-1
O=C(NCCCN1CCCC1=O)c1cccc(NS(=O)(=O)c2ccccc2)c1	-4	0	-21	1	-0.1	0	x	-1
CCCCC(=O)N1CCN(c2nc3ccc(Br)cc3s2)CC1	-55	-8	3	11	0.0	-2	8	1
CN1[C@@H]2c3ccc(/C=C/c4ccccc4)c(=O)n3C[C@H]1[C@H](CO)[C@H]2C(=O)NC1Cc2ccccc2C1	3	-1	25	1	0.1	-65	x	5
CCOc1ccc(-n2ccnc(SCC(=O)NCCc3ccccc3)c2=O)cc1	-2	-2	3	0	0.4	-2	x	12
O=C(COC(=O)c1cccc(S(=O)(=O)N2CCOCC2)c1)NC1CCCCC1	0	-2	-4	0	0.4	x	15	-3
O=c1[nH]c(/C=C\c2ccccc2F)nc(O)c1[N+](=O)[O-]	15	5	-6	3	0.4	-2	11	3
CCNC(=O)C[C@@H]1CC[C@@H]2[C@H](COC[C@H](O)CN2C(=O)Nc2cccc(OC)c2)O1	-4	-5	-15	-3	0.6	0	3	-2
C[C@H]1CN([C@@H](C)CO)C(=O)c2cc(NC(=O)NC3CCCCC3)ccc2O[C@H]1CN(C)Cc1ccc2c(c1)OCO2	18	5	-42	-1	0.0	x	-1	0
COc1cccc(OC)c1C(=O)Nc1c(C)n(C)n(-c2ccccc2)c1=O	14	x	17	0	x	x	4	x
CC(=O)N(C)C[C@H]1Oc2cc(-c3ccc(F)cc3)ccc2S(=O)(=O)N([C@@H](C)CO)C[C@H]1C	-7	4	8	4	-0.3	-3	-20	0
COc1ccc(CCNC(=O)Cn2nnc(-c3ccc(OC)c(OC)c3)n2)cc1OC	8	-7	x	x	0.2	-3	2	1
O=C(C1CCOCC1)N1CC(=O)N2[C@H](CO)[C@@H](c3ccc(Br)cc3)[C@@H]2C1	-3	-9	x	x	0.2	0	0	2
O=C1c2ccccc2C(O)N1Cc1ccco1 (stereo unspecified)	-18	1	18	-5	0.2	10	5	8

Some entries already given, showing only LGR2 antag:
canonical_smiles	LGR2 antag
COc1ccc(CCNC(=O)Cn2nnc(-c3ccc(OC)c(OC)c3)n2)cc1OC	8
O=C(C1CCOCC1)N1CC(=O)N2[C@H](CO)[C@@H](c3ccc(Br)cc3)[C@@H]2C1	-3
